Compound activity deposited in PubChem BioAssay by National Center for Advancing Translational Sciences (NCATS).
TDP1 cell noCPT: qHTS for Inhibitors of human tyrosyl-DNA phosphodiesterase 1 (TDP1): qHTS in cells in absence of CPT. DT40 Tdp1-/- hTDP1 cells, no CPT, ATP luminescence, 48 h. Potency, µM (top dose mostly 46.2 µM), for inactives: top-dose activity change, negative = growth inhibition, usual class: inhibitors. hit rate 15% among 420,000. AID 686978, 2013; also: nearly all actives have a fitted effect of over 55% in size
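Stably hTDP1-transfected Tdp1-null chicken DT40 cells were treated with library compounds minus camptothecin and grown for at least 48 hr at 37 °C, after which cellular ATP was quantified by luminescence.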
KAT2A inh: GCN5L2 (KAT2A) acetyltransferase inhibition. Q92830. GCN5L2 HAT assay, ThioGlo1 CoA-SH fluorescence. Potency, µM (titrated, usually from 58.9 µM), inactives show at the highest dose activity change, negative = inhibition, usual class: inhibitors. hit rate 0.21% among 390,000. AID 504327
Target sequence (Q92830 whole entry, looked up): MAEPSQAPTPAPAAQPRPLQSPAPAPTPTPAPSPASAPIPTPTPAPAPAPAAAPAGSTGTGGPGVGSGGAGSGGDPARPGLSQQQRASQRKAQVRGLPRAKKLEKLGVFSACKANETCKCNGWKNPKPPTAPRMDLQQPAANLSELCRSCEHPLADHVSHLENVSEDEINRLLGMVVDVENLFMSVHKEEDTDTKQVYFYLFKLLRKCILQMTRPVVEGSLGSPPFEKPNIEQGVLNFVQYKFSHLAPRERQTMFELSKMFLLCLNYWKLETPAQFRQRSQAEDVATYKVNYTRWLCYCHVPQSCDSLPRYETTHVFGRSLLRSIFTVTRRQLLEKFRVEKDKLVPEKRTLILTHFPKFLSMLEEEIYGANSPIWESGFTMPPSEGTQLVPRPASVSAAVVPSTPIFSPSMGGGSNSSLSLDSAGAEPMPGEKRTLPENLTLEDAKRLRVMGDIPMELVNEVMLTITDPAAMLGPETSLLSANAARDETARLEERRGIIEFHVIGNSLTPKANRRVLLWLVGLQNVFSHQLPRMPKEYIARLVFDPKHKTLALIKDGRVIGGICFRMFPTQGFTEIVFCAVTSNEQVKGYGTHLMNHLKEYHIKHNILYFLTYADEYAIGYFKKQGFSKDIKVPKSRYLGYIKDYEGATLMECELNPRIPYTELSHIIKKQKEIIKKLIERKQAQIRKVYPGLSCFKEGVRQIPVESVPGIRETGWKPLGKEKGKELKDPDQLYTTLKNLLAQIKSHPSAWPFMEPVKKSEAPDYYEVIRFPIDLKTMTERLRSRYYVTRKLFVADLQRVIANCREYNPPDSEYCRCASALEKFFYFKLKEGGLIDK
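Free CoA generated was detected with ThioGlo1 (50uM) fluorescence at Ex340nm/Em540nm, read immediately and after 20 min at room temperature. Enzyme, 20 nM in HEPES pH 7.5 buffer, saw compounds 15 min before adding 75uM H3(1-25) peptide and 70uM acetyl-CoA.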
TDP1 inh: blocks human tyrosyl-DNA phosphodiesterase 1. hit rate 0.28% among 350,000. recombinant TDP1, AlphaScreen DNA substrate cleavage. Q9NUW8. Potency, µM (top dose mostly 130 µM), without a hit: at the top dose activity change, negative = inhibition, actives largely listed as inhibitors; also: nearly all actives have a fitted effect of over 40% in size
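Compounds were preincubated with Tdp1 (1 nM final) for 15 min at room temperature before substrate (15 nM final) started a 5 min reaction; beads (10 ug/ml final) were then added for 10 min before AlphaScreen detection.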
An asterisk follows results filed as active; u = inconclusive; x = not tested or not shown; [ ] = dose if it differs, or a comment. Calls follow the shape of the dose curve; as a rule, active = well fitted curve in the direction sought with a large enough effect; inconclusive = small, poorly fitted or top-dose-only effect, or another doubt; inactive = no such curve, though single readings can be large; an effect the other way counts as inactive or inconclusive. % is scaled to controls: 0 for no effect and ±100 for the full control effect; potency is read from the fitted curve at half-maximal effect.

SMILES	TDP1 cell noCPT	KAT2A inh	TDP1 inh
CC(C)(O)C1CC[C@@](C)([C@@H]2CC[C@]3(C)[C@H]2[C@H](O)CC2[C@@]4(C)CCC(O)C(C)(C)C4C(OC4OC(CO)C(O)C(O)C4O[C@@H]4OCC(O)C(O)C4O)C[C@]23C)O1 (stereo partly specified)	1%	1%	-3%
Cc1cnc(C(=O)OCc2csc(CC(=O)Nc3ccccc3C)n2)cn1	8%	-13%	0%
C#CCSc1nnc(CSc2nc3ccccc3s2)n1-c1ccccc1	18µM*	-10%	2%
Cc1ccc(OCCC(=O)OCC(=O)NCc2ccccc2)cc1	-6%	6%	-8%[0.505 µM]
CCN(C(=O)CN1CCCCC1)C1(C)C(=O)c2ccccc2C1=O	-10%	-1%	8%
CCOC(=O)N1CCC(Nc2nc3ccccc3n3nnnc23)CC1	u	-2%	4%
N#C/C(=C\N1CCCCC1)S(=O)(=O)c1ccc(Cl)cc1	-24%	-1%	x
O=C(CSc1nc2ccccc2[nH]1)Nc1ccccc1N1CCOCC1	-19%	1%	9%
CC(=O)Nc1ccc(S(=O)(=O)N2CCCC3CCCCC32)cc1 (stereo unspecified)	1%	-1%	1%
O=C(c1noc2c1CSc1ccccc1-2)N1CCN(c2ccc(Cl)cc2)CC1	-5%	-7%	0%
O=C(NC(=S)Nc1ncccn1)c1ccc(Cl)cc1Cl	2%	-2%	0%
CC(C)n1ncc(N2CCOCC2)c(Cl)c1=O	10%	-8%	x
Cc1ccc(NS(=O)(=O)c2ccc(NC(=O)c3cccs3)cc2)c(C)c1	u	-12%	-3%
O=C(/C=C/c1cnc2ccccc2n1)NC12CC3CC(CC(C3)C1)C2	u	5%	4%
CC(Sc1ncnc2ccccc12)C(=O)Nc1ccc2c(c1)OCCO2 (stereo unspecified)	13µM*	0%	0%
Cc1ccc(NC(=O)C2CCN(S(=O)(=O)c3ccc(N4CCCC4=O)cc3)CC2)cc1Cl	4.1µM*	0%	2%
COCCn1c(-c2ccco2)csc1=Nc1cccnc1	-15%	-3%	9%
CCOC(=O)c1ccc(NC(=O)Cc2noc3ccc(C)cc23)cc1	u	2%	5%
O=C(NCCc1ccco1)C(=O)NCC1OCCCN1S(=O)(=O)c1cc(F)ccc1F (stereo unspecified)	3%	-22%	3%
COc1ccccc1Nc1sc(C(=O)c2ccc(F)cc2)c(N)c1S(=O)(=O)c1ccc(C)cc1	x	-13%	1%
CCn1c(CCNS(=O)(=O)c2ccccc2Br)nnc1SC	13%	0%	7%
O=C(N/N=C/c1ccc(OCc2ccccc2)cc1)c1ccc(O)cc1	u	-8%	7%
O=c1ccn(Cc2ccc(F)cc2)c2ccnc(C(F)(F)F)c12	u	0%	4%
Cc1sc2nc(COC(=O)c3ccc(O)cc3)[nH]c(=O)c2c1C	18µM*	u	5%
O=C(O)C1C2CC2CN1C(=O)c1ccc(Cl)cc1Cl (stereo unspecified)	-15%	-1%	-3%
COc1ccc(C(=O)Cn2c(C)nc([N+](=O)[O-])c2Br)cc1	23µM*	-1%	x
CCOC(=O)C(C(=O)NCC1CCCO1)C1CCCCC1 (stereo unspecified)	-17%	2%	-2%
Cc1cccc2nc(CNC(=O)CC3C(=O)NCCN3Cc3cccc(F)c3)cn12 (stereo unspecified)	7%	-5%	0%
Cc1ccc2nc(Cl)c3cc(C(=O)N4CCCCC4)sc3c2c1	-101%	0%	-4%
CC1CN(S(=O)(=O)c2ccc(C(=O)Nc3nnc(-c4ccco4)o3)cc2)CC(C)O1 (stereo unspecified)	u	-4%	8%
O=C(Nc1ccc(F)c(Cl)c1)c1ccc2c(Cl)c3c(nc2c1)CCCC3	-15%	2%	6%
O=c1c(-c2ccc(Br)cc2)coc2c(CN3CCOCC3)c(O)ccc12	-15%	-13%	-2%
CCCCNC(=O)NC1C(NC(=O)NCCCC)N(C)C(=O)N1C (stereo unspecified)	-5%	-10%	2%
CCCS(=O)(=O)c1nc(S(=O)(=O)c2ccc(C)cc2)c(NC(C)c2ccccc2)s1 (stereo unspecified)	10µM*	-4%	5%
CCN1CCCC1CNS(=O)(=O)c1ccc(Br)cc1 (stereo unspecified)	0%	33%[activator]	x
CCN(CC)C(=O)CSc1nc2sc3c(c2c(=O)n1CCCOC)CCC3	u	-6%	x
O=C(CCCOc1ccc(Cl)cc1Cl)NCC1CCCO1 (stereo unspecified)	u	-1%	8%
Nc1cc(-c2nn[nH]n2)ccc1F	1%	-13%	x
COc1ccc(NC(=O)C2CCN(c3nc4ccccc4nc3C(F)(F)F)CC2)cc1	-19%	0%	3%
Cc1ccc(NC(=O)C2CCCCC2)cc1C	-24%	-4%	x
Cc1nc2cc(C(=O)OCC(=O)NC34CC5CC(CC(C5)C3)C4)ccc2n1-c1ccccc1	u	-3%	0%
COc1cccc2cc(C(=O)N3CCCCCCC3)c(=O)oc12	u	-5%	5%
COc1ccc(OC)c(NC(=O)CSc2nnc(CNc3ccc(C)cc3C)o2)c1	u	2%	4%
c1ccc(-c2[nH]ncc2CN2CCc3ccccc3C2)cc1	-28%	-1%	3%
COc1ccc(OC)c(-c2cc(C(=O)Nc3c(C)nn(Cc4ccc(C)cc4)c3C)no2)c1	18µM*	0%	5%
CN=C1S/C(=C\c2ccc(N3CCCC3)c(F)c2)C(=O)N1C	u	-1%	1%
Cc1ccc(NC(=O)c2c(C)oc3ccc(O)c(CN4CCCCCC4)c23)cc1	16µM*	-2%	5%
COc1ccc(C(=O)Nc2ccc(NC(=O)c3ccccc3)cc2)cc1S(=O)(=O)N1CCOCC1	u	-1%	x
CC(C)CCNC(=O)C1CCC(=O)N1CCc1ccccc1 (stereo unspecified)	-25%	24%	x
CN1C(=O)/C(=C\c2ccccc2OCc2ccccc2)SC1=S	-6%	-15%	x
CC1=C(C(=O)Nc2cccc(C)c2C)C2(CCCCC2)OC1=O	-11%	3%	-2%
Cc1nn(CCCC(=O)NCc2ccc(F)cc2)c(C)c1[N+](=O)[O-]	-21%	-5%	-3%
O=C(Nn1cnnc1)c1ccc(Cl)cc1[N+](=O)[O-]	2%	-10%	x
COCCn1c(Cc2ccccc2)nnc1SCC(=O)N(C)C	-7%	-4%	1%
COc1ccccc1/C=C/c1nc(S(=O)(=O)c2ccccc2)c(NCCN(C)C)o1	21µM*	-8%	5%
O=[N+]([O-])c1ccc2c(c1)nc(CO)n2Cc1ccccc1	-13%	u	x
Brc1ccc(-c2noc(CCc3ccccc3)n2)o1	-1%	-5%	-7%
CCn1cc(C(=O)N2CCN(c3cc(Cl)ccc3C)CC2)c(=O)c2cc(S(=O)(=O)N3CCCC3)ccc21	26µM*	-6%	2%
Fc1ccccc1N1CCN(c2cnc3ccccc3n2)CC1	-40%	x	-8%
C/C(=N\NC(=O)c1ccc(NS(=O)(=O)c2cccs2)cc1)c1ccc(C(C)(C)C)cc1	9.2µM*	-6%	5%

4 records picked at random from those above, as already listed:
SMILES	TDP1 cell noCPT	KAT2A inh	TDP1 inh
Fc1ccccc1N1CCN(c2cnc3ccccc3n2)CC1	-40%	x	-8%
Cc1ccc(NC(=O)c2c(C)oc3ccc(O)c(CN4CCCCCC4)c23)cc1	16µM*	-2%	5%
CC(C)CCNC(=O)C1CCC(=O)N1CCc1ccccc1 (stereo unspecified)	-25%	24%	x
Cc1nc2cc(C(=O)OCC(=O)NC34CC5CC(CC(C5)C3)C4)ccc2n1-c1ccccc1	u	-3%	0%

Going on with the list.
SMILES	TDP1 cell noCPT	KAT2A inh	TDP1 inh
CC1CCCC(C)N1/N=C/c1ccc(O)cc1 (stereo unspecified)	-8%	-2%	x
O=C(NC(NC(=O)c1c(F)cccc1F)c1ccc([N+](=O)[O-])cc1)c1c(F)cccc1F	10%	1%	x
c1ccc(-c2nc(-c3nccc4ccccc34)oc2-c2ccccc2)cc1	u	u	-3%
Cc1ccc(CNS(=O)(=O)CCNC(=O)c2ccc3c(c2)OCO3)cc1	-4%	-1%	x
CCO[C@H]1OC(C(=O)N2CCOCC2)=C[C@@H](C2CC2)[C@@H]1CCCO	u	-8%	3%
CC(C)(C)c1cc(-n2ccnc2)n2ncc(-c3ccc(Cl)cc3)c2n1	u	-6%	2%
Cc1c(Cc2ccccc2)c(=O)oc2cc(OCC(=O)N3CCC(C(=O)O)CC3)ccc12	3%	4%	x
CCc1ccc(C(=O)c2cnc3ccc(F)cc3c2S(=O)(=O)c2ccccc2)cc1	5.8µM*	-10%	4%
CCCCc1nnc(NC(=O)C(C)Sc2nc(O)c(Cc3ccccc3)c(=O)[nH]2)s1 (stereo unspecified)	0%	13%	-2%
CCCCCN(C(=O)CCC(=O)OCC(=O)NC1CCC(C)CC1)c1c(N)n(CCCC)c(=O)[nH]c1=O (stereo unspecified)	-10%	-4%	0%
Cn1nc(C(=O)Nc2ccc(Br)cc2)cc1C(=O)Nc1ccc(Br)cc1	-2%	0%	x
Cc1ccc2nc(NC(=O)C3CCN(S(=O)(=O)c4ccc5c(c4)oc(=O)n5C)CC3)sc2c1	15µM*	-2%	3%
CCc1nnc(NC(=O)c2ccc(S(=O)(=O)N3CCCCCC3)cc2)s1	-5%	-13%	5%
CCC1CCCCN1Cc1ccc(CNC(=O)CCc2nnc3ccc(N4CCCCC4)nn23)o1 (stereo unspecified)	22%	14%	1%
Oc1c(C(c2ccccc2)N2CCCCC2)sc2ncnn12 (stereo unspecified)	-15%	1%	3%
CC(C)OC(=O)CSc1nnc(-c2ccc(Cl)cc2)n1N	0%	1%	0%
C[C@H](CO)N1C[C@H](C)[C@H](CN(C)S(C)(=O)=O)Oc2c(cccc2N(C)C)C1=O	-6%	2%	0%
Cc1ccc(O)c(C(=O)c2cnc3c(c2)COc2ccc(C)cc2-3)c1	u	-14%	9%
CC1(C)CC(=O)C(CC2C(=O)CC(C)(C)CC2=O)C(=O)C1	14%	1%	-1%
COc1ccc(-c2nc3ccccc3c(=O)n2CCOc2cc(C)ccc2C)cc1	u	-11%	3%
COc1ccc(NC(=O)c2ccc3ncsc3c2)c2ccccc12	-29%	-17%	-7%
CCOP(=O)(OCC)C(Nc1cccc([N+](=O)[O-])c1)c1ccccc1 (stereo unspecified)	-28%	-7%	4%
Cc1cc2ncn(CC(C)C)c2cc1C	6%	-4%	8%
CCn1c(SCC(=O)NCCOC)nc2sc3c(c2c1=O)CCCC3	-27%	0%	3%
Cc1ccc2c(c1)N(CC(=O)Nc1ncccc1C)C(=O)C(C(C)C)O2 (stereo unspecified)	-2%	-7%	x
CC(Sc1nnnn1-c1ccc(O)cc1)C(=O)NNC(=O)c1ccc(F)cc1 (stereo unspecified)	u	-1%	2%
C=CCOc1ccccc1CN1CCC(n2nccc2NC(=O)C2CCOC2)CC1 (stereo unspecified)	-16%	-5%	1%
NNC(=O)Cn1c(-c2nonc2N)nc2ccccc21	2%	3%	3%
COc1ccccc1NS(=O)(=O)c1ccc(O)cc1	u	2%	1%
COc1ccccc1CNC(=O)Cn1c(=O)ccc2cc(S(=O)(=O)N3CCC(C)CC3)ccc21	u	-12%	2%
O=C(OCc1nnc(-c2ccccc2)o1)C1=COCCO1	-8%	-5%	3%
CCOc1ccccc1NC(=O)Cn1c(=O)n(-c2ccccc2)c(=O)c2c1c1cc(C)ccc1n2C	5%	-1%	3%
CCOc1ccccc1N(CC(=O)N1CCOCC1)S(=O)(=O)c1ccccc1	-16%	0%	2%
CCOc1ccccc1N(C)C(=O)Cn1cnc2onc(-c3ccc(F)cc3)c2c1=O	21µM*	21%	3%
COc1ccccc1NS(=O)(=O)c1cc(NC(=O)c2sccc2C)ccc1N1CCCC1	u	-11%	2%
CC(C)P(=O)(Cc1cccc(C#N)c1)C(C)C	0%	0%	1%
O=C(CSc1nnc(-c2cccnc2)n1-c1ccc(SC(F)F)cc1)N1CCCc2ccccc21	u	-8%	-1%
COCCNC(=O)c1onc(CSc2nc3ccccc3[nH]2)c1C(=O)NCCOC	u	-2%	x
O=C(OCC(=O)c1ccc[nH]1)c1ccc(Cl)nc1	-8%	-2%	-2%[0.505 µM]

Part of the list above in order of formula weight, lowest first:
SMILES	TDP1 cell noCPT	KAT2A inh	TDP1 inh
CC1(C)CC(=O)C(CC2C(=O)CC(C)(C)CC2=O)C(=O)C1	14%	1%	-1%
N#C/C(=C\N1CCCCC1)S(=O)(=O)c1ccc(Cl)cc1	-24%	-1%	x
C#CCSc1nnc(CSc2nc3ccccc3s2)n1-c1ccccc1	18µM*	-10%	2%
COc1ccc(NC(=O)C2CCN(c3nc4ccccc4nc3C(F)(F)F)CC2)cc1	-19%	0%	3%
COc1ccc(OC)c(-c2cc(C(=O)Nc3c(C)nn(Cc4ccc(C)cc4)c3C)no2)c1	18µM*	0%	5%
Cc1ccc2nc(NC(=O)C3CCN(S(=O)(=O)c4ccc5c(c4)oc(=O)n5C)CC3)sc2c1	15µM*	-2%	3%

The list is partial, so the mix of outcomes need not match the whole.
